# aGlu spleen mod: inhibits or activates alpha-glucosidase in human spleen homogenate | 0.006% of 240,000 active | Potency, µM (doses to about 79.9 µM), for inactives: top-dose activity change, negative = inhibition, hits mostly inhibitors | P10253 | AID 2112 | human spleen homogenate, 4-MU-alpha-glucoside fluorescence;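 also: 0% = enzyme with vehicle and -100% = no enzyme basal signal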
#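 AC50 values come from Hill-equation fits of concentration-response data, normalized to no-enzyme and full-activity controls. Enzyme source: 1 ug human spleen homogenate; 1 mM fluorogenic 4-MU glucoside, pH 5.0 citrate buffer, 37 C, 40 min.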
# IMPase Li inh: membrane-permeable IMPase blocker, potentiated with lithium; CHO-M1 cells, IP1 TR-FRET (IP-One), carbachol + lithium; Potency, µM (series often up to 59.4 µM), without a hit: top-dose activity, negative = IMPase inhibition, most hits filed as inhibitors; 0.35% of 210,000 active;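 also: IP1 builds up when IMPase is blocked and the TR-FRET signal falls; plate controls were basal vehicle for no effect and high inhibitor control for full effect; nearly all actives have a fitted effect of over 50% in size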
#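 Readout is a homogeneous TR-FRET IP1 immunoassay (Ex 320, Em 665 and 620), where raised cytosolic IP1 lowers signal. Cells were CHO-M1 treated 30 min at 37C with test compounds plus a little lithium; AC50 values came from Hill-equation fitting.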
# GAA glycogen: inhibitors or activators of human alpha-glucosidase glycogen cleavage; recombinant GAA, glycogen substrate, Amplex Red glucose oxidase fluorescence; 0.38% of 300,000 active; P10253; Potency, µM (doses to about 76.4 µM), for the others: at the top dose activity change, negative = inhibition, actives largely listed as inhibitors;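 also: 0% = full enzyme reaction and -100% = no-enzyme basal signal; the screen sought inhibitors and activators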
#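 Recombinant human alpha-glucosidase (4 nM final) hydrolysed bovine liver glycogen (30 ug) for 40 min at 37 C in pH 5.0 citrate/phosphate with 0.01% Tween-20. Released glucose detected by glucose oxidase/Amplex Red, Ex 573/Em 610 nm. Compounds up to 77 uM; AC50 from Hill fits.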
# HttQ103 aggreg: reduces HttQ103-GFP aggregates in PC12 cells; 1.1% of 220,000 active; Potency, µM (titrated, usually from 46.1 µM), for inactives: at the top dose activity change, negative = inhibition, usual class: inhibitors; PC12 HttQ103-GFP aggregates, Acumen cytometry, 40 h; also: % is scaled to controls: 0 for no effect and ±100 for the full control effect; nearly all actives have a fitted effect of over 60% in size
#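 Aggregates are detected as GFP objects 1–25 µm with signal 6 STDEV over background in lysates of induced PC12 cells. These carry Huntingtin exon 1 with 103 glutamines fused to GFP under an ecdysone promoter; compounds titrated.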
# GoLoco inh red: RGS12 GoLoco-Gai1 interaction inhibition. P63096. AID 880. Potency, µM (doses to about 61.6 µM), for the others: at the top dose activity, negative = inhibition, most hits filed as inhibitors. Gai1:RGS12 GoLoco peptide FP, rhodamine, 10 min. 0.44% of 230,000 active; active = well fitted inhibition curve with a large enough effect, not every such curve was filed as active; inactive = no such curve, though single readings can be large or run the other way; also: % is scaled to controls: 0 for no effect and ±100 for the full control effect; nearly all actives have a fitted effect of over 30% in size; many of its hits are not listed in these tables
# Target sequence (P63096 whole entry, looked up): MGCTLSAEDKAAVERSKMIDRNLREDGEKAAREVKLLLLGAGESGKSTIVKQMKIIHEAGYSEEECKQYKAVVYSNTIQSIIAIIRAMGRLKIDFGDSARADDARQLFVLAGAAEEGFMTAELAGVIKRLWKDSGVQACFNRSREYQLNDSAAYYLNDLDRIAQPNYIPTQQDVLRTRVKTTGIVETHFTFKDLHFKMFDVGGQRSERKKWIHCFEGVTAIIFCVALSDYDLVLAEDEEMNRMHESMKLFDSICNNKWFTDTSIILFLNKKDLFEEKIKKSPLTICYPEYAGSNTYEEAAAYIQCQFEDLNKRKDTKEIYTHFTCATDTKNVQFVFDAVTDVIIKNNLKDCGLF
# GAA inhib: alpha-glucosidase (human) inhibition; purified human GAA, 4-MU-alpha-glucoside fluorescence; Potency, µM (top dose mostly 76.9 µM), without a hit: top-dose activity change, negative = inhibition, hits mostly inhibitors; 0.005% of 200,000 active; AID 1466;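 also: plate controls were uninhibited enzyme wells for no effect and no-enzyme background for full effect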
#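 Fluorescence at Ex 365/Em 440 nm from 4-methylumbelliferone reported enzyme activity after 20 min at room temperature. Reactions used 4 nM enzyme and 400 uM substrate at pH 5.0; curves fitted with the Hill equation.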
# HTT ATP protect: Huntington cell model cytoprotection by ATP luminescence. PC12 HTT-Q103 induced, cytoprotection, ATP luminescence, 40 h. Potency, µM (top dose mostly 56.4 µM), for inactives: cytoprotection (ATP increase), usual class: activators. AID 1471. 0.14% of 230,000 active;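 also: % of control where 0% means no effect; nearly all actives have a fitted effect of over 45% in size; toxic huntingtin expression switched on by the ecdysone agonist tebufenozide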
#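 Compounds were screened for protection of PC12 cells against cell death after tebufenozide induction (100 nM final) of mutant Huntingtin exon 1 (Q103) fused to GFP.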
# Numbers without * were called inactive; ? = inconclusive; nt = no result given; [ ] = another dose, or the depositor's remark. Unless noted, calls follow the shape of the dose curve; as a rule, active = well fitted curve in the direction sought with a large enough effect; inconclusive = small, poorly fitted or top-dose-only effect, or another doubt; inactive = no such curve, though single readings can be large; an effect the other way counts as inactive or inconclusive. Potency is read from the fitted curve at half-maximal effect.
SMILES,aGlu spleen mod,IMPase Li inh,GAA glycogen,HttQ103 aggreg,GoLoco inh red,GAA inhib,HTT ATP protect
CCCOc1ccc(CN(CCO)CCO)cc1[N+](=O)[O-],3.1%,-1.9%,10.3%,-3.6%,6.5%,4.4%,34.0%[10 µM]
CCOC(=O)CNC(=O)Cn1cnc2sc(C)c(S(=O)(=O)N3CCC(C)CC3)c2c1=O,-4.5%,9.9%,1.6%,16.9%,1.5%,4.0%,14.4%[10 µM]
O=[N+]([O-])c1ccccc1NCc1ccccc1Cl,nt,30.5%[activator],15.1%,1.4%,7.1%,1.9%,-15.7%
CCOC(=O)c1ccc(N2C(=O)CC(N3CCC(O)(c4ccc(Cl)cc4)CC3)C2=O)cc1 (configuration not stated),-13.9%,28.6%[38.3 µM],-5.6%,-28.9%,0.9%,-4.5%,6.0%
Cc1c(N=C2N=C(NC(=O)NC(C)(C)C)c3ccccc32)c(=O)n(-c2ccccc2)n1C,-1.2%,16.9%,-8.8%,0.2%,7.2%,-3.5%,7.6%[10 µM]
CCN1C(=O)N[C@@H](c2ccc(Br)cc2)C(C(C)=O)=C1C,-2.4%[17.4 µM],-7.5%,nt,nt,0.2%[14.2 µM],nt,5.2%[10 µM]
CCN(CC)C(=O)CCS(=O)(=O)c1cccc2nonc12,-1.0%,0.4%,12.7%,3.3%,-3.2%,7.0%,-40.5%[inhibitor]
c1ccc2c(c1)Cc1cc3ccccc3nc1-2,13.6%,-19.3%,-7.1%,nt,-5.9%,nt,-96.7%[inhibitor]
O=C1OCCC1Sc1nc2ccccc2c(=O)n1Cc1ccccc1 (configuration not stated),-0.3%,2.5%,-3.9%,-20.0%,5.2%,-5.9%,-29.3%
COc1ccc(C(=O)NC(=S)Nc2ccc(CN3CCOCC3)cc2)cc1OC,-9.5%,nt,-1.5%,9.1%[9.22 µM],2.0%,nt,2.8%[10 µM]
COc1cccc(N2CCN(C(=O)CSc3ccc(F)cc3)CC2)c1,1.1%,0.4%,-1.1%,-15.4%,-3.5%,0.0%,-40.9%[inhibitor]
CN/C=C1\C(=O)C(C)(C)Oc2ccc3ccc(=O)oc3c21,-0.5%,6.0%,-1.7%,-0.4%,8.3%,5.0%,-8.1%[10 µM]
Cc1ccccc1OCC(O)Cn1c(NCc2ccco2)nc2c1c(=O)n(C)c(=O)n2C (configuration not stated),-7.4%,-5.7%[38.3 µM],5.1%,?,5.9%,8.1%,15.3%[10 µM]
O=C(CCc1ccc(S(=O)(=O)NC2CCCCC2)cc1)Nc1ccccc1,-3.7%,28.3%[38.3 µM],0.8%,-8.7%,7.7%,-9.6%,-3.2%
Cc1cccc2sc(NC(=O)CN3C(=O)c4ccccc4C3=O)nc12,0.6%,5.9%,-4.3%,?,16.1%,-0.6%,3.9%[10 µM]
CC1=CC(=O)C2=C(C)CCC3C(C)C(=O)OC3C12 (configuration not stated),0.6%,8.0%,nt,nt,-4.1%,nt,-17.6%[1.9 µM]
O=C(c1ccccc1)N1CC(COc2ccccc2)OC(c2cccnc2)O1 (configuration not stated),-0.6%,-1.8%[38.3 µM],-6.2%,17.3%,-4.2%,-0.3%,-0.4%
Cn1cnnc1SCC(=O)N/N=C/c1ccc(OCC(N)=O)cc1,-3.8%,nt,4.7%,19.0%[9.22 µM],1.2%,nt,6.3%[10 µM]
COc1ccc(N2CCN(CCNC(=O)c3ccc(NC(=O)C4CCCO4)cc3)CC2)cc1 (configuration not stated),-28.0%,17.2%[38.3 µM],1.8%,9.6%,-8.6%,-9.0%,11.7%[1.9 µM]
CN(C)c1ncc2nc(-c3cccs3)c(=O)n(C3CC3)c2n1,4.8%,6.6%,nt,nt,4.6%,nt,-16.9%
O=C(Nc1ccc([N+](=O)[O-])cc1)C1C(c2ccccc2)=C1c1ccccc1,-3.6%,11.6%[38.3 µM],3.2%,5.7%,1.9%,1.4%,2.7%
Clc1ccc(OCc2cn3ccccc3n2)c2ncccc12,0.3%,5.6%,8.3%,-14.7%[9.22 µM],12.5%,9.2%,-25.7%[10 µM]
CC(=O)c1ccc(Oc2cc(C(F)(F)F)cnc2C(N)=O)cc1,-1.7%,-3.7%,9.0%,12.0%,-14.8%,-0.9%,-3.3%
N#Cc1c(N)nc2c(c1-c1ccc3c(c1)OCO3)CCc1ccccc1-2,-4.4%,-18.4%,1.3%,-0.2%,5.0%,?,-55.9%[inhibitor][10 µM]
COCCCNc1nc2c(c(=O)n(C)c(=O)n2C)n1Cc1cccc(OC)c1,1.5%,7.2%,-5.5%,-23.3%,-5.5%,5.1%,2.4%[1.9 µM]
# Later entries:
SMILES,aGlu spleen mod,IMPase Li inh,GAA glycogen,HttQ103 aggreg,GoLoco inh red,GAA inhib,HTT ATP protect
COC(=O)C(NC(=O)c1ccccc1C)(Nc1ncc(S(=O)(=O)c2ccc([N+](=O)[O-])cc2)s1)C(F)(F)F (configuration not stated),-18.8%,13.3%[38.3 µM],-6.7%,7.5%,2.1%,-10.8%,2.9%
C(=N\n1cnnc1)/c1ccccc1OCCOc1ccccc1,-2.1%,-8.6%[38.3 µM],13.5%,-3.8%,-2.9%,?,-14.1%
CCc1ccc2nc(/N=C(\N)NC(=O)c3ccccc3)nc(C)c2c1,-3.3%,nt,1.4%,4.9%[9.22 µM],-0.3%,nt,-2.0%[10 µM]
O=C(NC(Cc1c[nH]c2ccccc12)C(=O)O)/C(=C/c1ccco1)NC(=O)c1ccccc1 (configuration not stated),1.3%,-2.0%,-19.2%,31.4%,14.8%,2.8%,-37.7%[inhibitor]
O=C(NCc1ccccn1)C(=O)Nc1ccccc1,-2.5%,0.7%,0.9%,-18.3%[9.22 µM],-7.8%,?,-6.4%[10 µM]
COC(=O)c1sccc1NC(=O)c1csc(C)c1,4.0%,-5.2%,-1.4%,-10.7%,1.0%,-7.1%,12.0%[10 µM]
CCOC(=O)C1(Cc2ccccc2Cl)CCN(S(=O)(=O)N(C)C)CC1,-0.1%,9.9%,-11.9%,13.3%[9.22 µM],10.8%,?,22.8%[10 µM]
O=C(Cc1ccc(Cl)cc1)Nc1ccccc1N1CCOCC1,-5.1%,10.2%[38.3 µM],-2.5%,5.1%,-0.2%,-13.9%,2.4%
CCOc1cc2[nH]c(=O)n(CCCCC(=O)NCc3ccco3)c(=O)c2cc1OCC,-2.1%,3.7%,-12.2%,-25.5%,5.6%,2.2%,-9.4%[10 µM]
Cc1ccc(-n2cccc2C(=S)N=P(N(C)C)(N(C)C)N(C)C)cc1,-0.3%,-6.6%[38.3 µM],-1.0%,?,-8.4%,-2.7%,10.4%[4.97 µM]
CCCc1cc(=O)n2[nH]c(C)nc2n1,-0.7%,24.0%[38.3 µM],-3.4%,4.7%,-2.4%,-1.0%,-6.6%[0.074 µM]
CCC(C)n1c(-c2ccco2)nc2nc3ccccc3nc21 (configuration not stated),?,-4.8%[38.3 µM],-4.0%,19.5%,22.1%,?,5.7%
O=C1/C(=C/c2ccc([N+](=O)[O-])cc2)C=C(c2ccccc2)N1c1ccccc1,6.2%,nt,4.3%,16.9%,nt,-12.3%,-11.6%
N=C(N)c1ccc(N2CCN(C3CCN(CC(=O)O)CC3)CC2)cc1,-1.1%,-9.7%,nt,nt,-10.3%,nt,8.5%
COC(=O)c1ccccc1NC(=O)C1CC(c2ccccc2O)=NO1 (configuration not stated),-20.2%,10.3%[38.3 µM],-3.6%,-1.7%,-0.6%,-2.7%,4.6%
Cc1ccccc1C(=O)O/N=C1\CCS(=O)(=O)c2sccc21,-0.9%,-3.6%,1.0%,-1.0%,-7.5%,0.4%,5.7%[10 µM]
Nc1nc(N2CCN(C(=O)c3ccco3)CC2)nc2ccc(Br)cc12,2.6%,10.4%,5.2%,?,-3.3%,2.5%,nt
O=C1CCCCC1,4.8%,18.9%,nt,nt,-10.4%,nt,-16.5%
COc1ccccc1N(CC(=O)Nc1ccc(S(=O)(=O)N2CCCCC2)cc1)S(C)(=O)=O,-3.9%,8.7%,-17.3%,?,3.0%,-16.1%,22.4%[10 µM]
C=CCn1c(O)c(N=NC(=S)Nc2ccc(OC)c(Cl)c2)c2ccccc21,-1.9%,-1.8%,-1.5%,?,-9.9%,?,nt
CC(=O)NC(C)C(=O)OCc1ccc(Cl)cc1Cl (configuration not stated),-1.2%,2.3%,-1.2%,-0.5%,4.9%,?,9.6%[10 µM]
COc1cc(C(=O)N/C(=C\c2cn(S(=O)(=O)N(C)C)c3ccccc23)C(=O)NCCCO)cc(OC)c1OC,-12.6%,-6.5%,-15.4%,-9.7%,1.5%,-3.6%,-40.8%[inhibitor]
Cc1cc(NC(=O)c2ccc(S(=O)(=O)N3CCCC3)cc2)nc2c1c(=O)oc1ccccc12,-0.9%,?,3.2%,-0.3%,12.0%,-2.4%,-3.8%[1.9 µM]
COc1ccc(NC(=S)N/N=C/c2ccc(F)c(F)c2)cc1,-0.8%,nt,-14.8%,37.2%[9.22 µM],2.1%,nt,14.6%[10 µM]
CCNC(=O)/C=C1\NC(C)(C)Cc2c1ccc1ccccc21,-4.1%,21.9%[38.3 µM],8.5%,-25.9%,4.3%,-4.3%,-10.3%
CCN1CCN(CCNC(=O)C2CCCN(Cc3nc(-c4cccc(Cl)c4)oc3C)C2)CC1 (configuration not stated),-2.6%,3.7%[38.3 µM],nt,?,-9.3%,-1.4%,-33.7%
CCC(c1nnc(SCC(=O)Nc2cc(Cl)ccc2C#N)n1C1CCCCC1)N(C)C (configuration not stated),8.2%,-4.8%,2.7%,-4.4%,9.4%,0.8%,-4.3%[10 µM]
CSCCC(=O)Nc1nc(-c2ccccn2)cs1,?,-7.4%,5.5%,-14.7%,3.8%,-9.1%,-16.1%
CCOC(=O)/C(C#N)=C/c1ccc(OC(=O)c2ccccn2)cc1,-9.6%,-1.3%,5.8%,-14.2%,342.2%[activator],-10.3%,3.8%[10 µM]

# One compound at a time, from the list above.
# Profile of COc1ccccc1N(CC(=O)Nc1ccc(S(=O)(=O)N2CCCCC2)cc1)S(C)(=O)=O : aGlu spleen mod = -3.9%; IMPase Li inh = 8.7%; GAA glycogen = -17.3%; HttQ103 aggreg = ?; GoLoco inh red = 3.0%; GAA inhib = -16.1%; HTT ATP protect = 22.4%[10 µM]
# Profile of COC(=O)c1sccc1NC(=O)c1csc(C)c1 : aGlu spleen mod = 4.0%; IMPase Li inh = -5.2%; GAA glycogen = -1.4%; HttQ103 aggreg = -10.7%; GoLoco inh red = 1.0%; GAA inhib = -7.1%; HTT ATP protect = 12.0%[10 µM]

# Screening results: PubChem BioAssay, National Center for Advancing Translational Sciences (NCATS)

# The list is partial (hit frequency here may not be typical).
